Source: PubChem
Pin1 inhibitor: inhibitors of human Pin1. actives 0.009% (n = 390,000). Potency, µM (highest dose often 115 µM), for the others: top-dose activity, negative = inhibition, most hits filed as inhibitors. Q13526. Pin1 FP peptide displacement, HiFluor488, 10 min; active = well fitted inhibition curve with a large enough effect in the polarisation, with a control signal flat, not every such curve was filed as active; inconclusive = small, poorly fitted or top-dose-only effect, or effect the other way, or a change in a side signal; inactive = no such curve, though single readings can be large or run the other way; the % refers to the polarisation; also: potency is read from the fitted curve at half-maximal effect; % is scaled to controls: 0 for no effect and ±100 for the full control effect
BAZ2B block: inhibitors of human BAZ2B bromodomain. AlphaScreen BAZ2B-H3K14Ac peptide displacement. actives 4.4% (n = 360,000). Q9UIF8. Potency, µM (doses to about 114 µM), inactives show top-dose activity change, negative = inhibition, actives largely listed as inhibitors; also: potency is read from the fitted curve at half-maximal effect; % is scaled to controls: 0 for no effect and ±100 for the full control effect; nearly all actives have a fitted effect of over 60% in size
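Protein-peptide AlphaScreen: BAZ2B 50 nM, b-H3K14Ac 50 nM, 1x PBS pH 7.4 + 0.01% Tween-20. Preincubation 30 min RT; cpd 30 min RT (top 110 uM); beads 20 min RT, light-protected.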
PI4K2A block: PI4K2A (human) kinase inhibition; purified PI4K2A, ADP-Glo luminescence, 1 h; active compounds read low; activity change, negative = inhibition, % at 76.9 µM; actives 0.13% (n = 420,000); AID 1346378; in the data active = activity change below about -50%; inconclusive = mostly about -30% to -49%;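 also: -100% = wells without enzyme as full effect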
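PI4K2A activity was measured by ADP-Glo luminescence: enzyme (4 ug/mL stock) and phosphatidylinositol (1.2 mM stock) in Tris pH 7.5/MgCl2/EGTA/Triton X-100 buffer were reacted with ATP (300 microM stock) for one hour at ambient temperature.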
JMJD2A Tudor: JMJD2A Tudor domain (human) inhibition; AlphaScreen JMJD2A-Tudor / H3K4me3 peptide binding; Potency, µM (series often up to 114 µM), without a hit: top-dose activity change, negative = inhibition, usual class: inhibitors; actives 4.4% (n = 390,000); also: potency is read from the fitted curve at half-maximal effect; % is scaled to controls: 0 for no effect and ±100 for the full control effect; nearly all actives have a fitted effect of over 50% in size
Tb PGK inh: blocks T. brucei phosphoglycerate kinase. P07378. PGK/GAPDH coupled, Kinase-Glo luminescence, 60 min. Potency, µM (series often up to 57.5 µM), inactives show at the highest dose activity change, negative = inhibition, hits mostly inhibitors. actives 0.043% (n = 380,000). AID 602233; also: potency is read from the fitted curve at half-maximal effect; % is scaled to controls: 0 for no effect and ±100 for the full control effect; nearly all actives have a fitted effect of over 60% in size
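Luminescent ATP detection (Kinase-Glo Plus) follows a 60-minute room-temperature incubation, with wells lacking PGK as controls. Buffer: 100 mM TEA (pH 7.6), 5 mM MgCl2, 0.01% Tween-20. Coupling enzyme GAPDH (100 nM final) supplies unstable 1,3-BPG in-well.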
GLS inhibitor: inhibitors of human glutaminase (GLS); O94925; GLS enzymatic activity, qHTS titration; Potency, µM (top dose mostly 45.5 µM), for inactives: at the highest dose activity change, negative = inhibition, most hits filed as inhibitors; actives 0.21% (n = 410,000); also: potency is read from the fitted curve at half-maximal effect; % is scaled to controls: 0 for no effect and ±100 for the full control effect
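Human kidney-isoform GLS in 45 mM KH2PO4 pH 8.2, 0.02% Tween-20, with compound, started with 1mM L-Glutamine (added stock). Glutamate oxidase/HRP/Amplex red coupled fluorescence read at start and after 30 min at RT.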
G9a inh: G9a (human) methyltransferase inhibition; Q96KQ7; G9a H3K9 monomethylation, AlphaScreen, 2 h; Potency, µM (titrated, usually from 102 µM), without a hit: at the highest dose activity, negative = inhibition, most hits filed as inhibitors; actives 8.8% (n = 350,000); also: potency is read from the fitted curve at half-maximal effect; % is scaled to controls: 0 for no effect and ±100 for the full control effect; nearly all actives have a fitted effect of over 75% in size
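Compounds were preincubated with 20 nM G9a for 15 min, after which biotinylated H3K9 peptide (500 nM) and SAM (20 uM) started a 2 h room-temperature reaction. Monomethylated product was quantified by antibody-based AlphaScreen chemiluminescence.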
HP1b binding inh: blocks HP1-beta chromodomain binding to methylated histone tails; P83916; AlphaScreen HP1-beta / biotin-H3K9me3 peptide binding; Potency, µM (top dose mostly 114 µM), without a hit: at the highest dose activity change, negative = inhibition, actives largely listed as inhibitors; actives 0.56% (n = 390,000); AID 540317; also: potency is read from the fitted curve at half-maximal effect; nearly all actives have a fitted effect of over 70% in size; inactives centre near 23
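AlphaScreen: HP1-beta (50 nM) preformed 30 min with biotin-H3(1-18)K9me3 peptide (50 nM) in PBS pH 7.4, 0.01% Tween-20. Compound added for 30 min at RT, then streptavidin donor/nickel chelate acceptor beads (10 ug/mL) for 30 min.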
ERG-DNA inh: inhibitors of human ERG Ets domain-DNA interaction; P11308; actives 0.028% (n = 370,000); fluorescence polarization, His-ERG Ets domain / labelled DNA; Potency, µM (highest dose often 76.9 µM), for inactives: top-dose FP activity, negative = inhibition, hits mostly inhibitors; active = well fitted inhibition curve with a large enough effect in the polarisation, with a control signal flat; inconclusive = small, poorly fitted or top-dose-only effect, or effect the other way, or a change in a side signal; inactive = no such curve, though single readings can be large or run the other way; the % refers to the polarisation;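 also: polarization taken with two DNA probes labelled with fluorescein and Texas red; potency is read from the fitted curve at half-maximal effect; % of control where 0% means no effect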
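His-tagged ERG Ets domain (1 uM in the protein solution; 300mM KCl, 50mM Tris-HCl, 1mM EDTA, 1mM DTT, pH 7.5) received compound, then a probe mix of 5 nM fluorescein-DNA and 100nM Texas-615-DNA. Fluorescence polarization was read for both dyes.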
Starred values were filed as active, the others as inactive; i = inactive; ? = inconclusive; . = not tested or not shown; [ ] = another dose, or the depositor's remark. Unless noted, calls follow the shape of the dose curve; as a rule, active = well fitted curve in the direction sought with a large enough effect; inconclusive = small, poorly fitted or top-dose-only effect, or another doubt; inactive = no such curve, though single readings can be large; an effect the other way counts as inactive or inconclusive. Rows are unselected; 11% or so of the library scored in one or more.

SMILES	Pin1 inhibitor	BAZ2B block	PI4K2A block	JMJD2A Tudor	Tb PGK inh	GLS inhibitor	G9a inh	HP1b binding inh	ERG-DNA inh
CCCCS(=O)(=O)Nc1ccc(C(=O)NCC2CCCO2)cc1 (centres undefined)	-6%	3%	8	3%	i	-2%	-3%[12.7 µM]	25%	7%
CC(=O)Nc1ccc(S(=O)(=O)NC2(C(F)(F)F)C(=O)NC(C)=C2C#N)cc1 (centres undefined)	?	-29%	-2	-15%	-11%	4%	?	24%	-13%
CCOc1ccc(N2Nc3n[nH]c(N)c3N2)cc1	-2%	?	5	?	i	29%	8.9µM*	-15%	-2%
CCCCOc1ccc(C(=O)N(Cc2ccco2)C2CCS(=O)(=O)C2)cc1 (centres undefined)	-1%	-22%[57.1 µM]	-4	-23%	0%	-9%	17%	-15%	1%
Cc1ccc(O)c(NC(=S)NC(=O)Cc2ccc(Cl)cc2)c1	1%	8%	-8	-6%	-25%	3%	-3%[0.501 µM]	19%	0%
CCCN1CCN(CCCNC(=O)Cn2nc(-c3ccc(C)cc3)ccc2=O)CC1	-3%	23%	-2	-13%	.	13%	-14%[0.0925 µM]	-6%	.
COC(=O)CNC(=O)CNC(=O)c1nn(-c2ccc(OC)c(Cl)c2)c(=O)c2ccccc12	-1%	-1%	5	-21%	-10%	0%	10%	15%	-1%
COc1ccc(CNC(=O)C(=O)NCC(c2ccc3c(c2)OCO3)N2CCOCC2)cc1 (centres undefined)	-4%	-26%	-1	-6%	-8%	-19%	-16%[59 µM]	9%[57 µM]	6%
Cc1cccnc1Nc1nc(-c2ccc(O)cc2)cs1	0%	-38%	-6	?	-7%	?	?	-5%	.
COCCNC(=S)N(CCc1c(C)[nH]c2ccc(OC)cc12)Cc1cccnc1	-12%	-34%	5	-30%	9%	13%	1%[12.7 µM]	-5%	-2%
CCn1c2ccccc2c2cc(NC(=O)c3ccc(=O)oc3)ccc21	?	?	-21	-9%	-6%	0%	45µM*	20%	1%
Cc1ccc(NC(=O)C(=O)NCCOc2ccc(Cl)cc2)c(C)c1	6%	10%	2	3%	13%	8%	48%[59 µM]	9%	-8%
Cc1ccc2c(c1)CC(C)N2S(=O)(=O)c1nnc(NC(=O)C(C)C)s1 (centres undefined)	-8%	-14%	1	-20%	-2%	-9%	-16%[59 µM]	-6%	2%
C/C(CCc1ccc2c(c1)OCO2)=N\NC(=O)c1ccccc1	0%	0%	5	-22%	0%	0%	-6%[59 µM]	0%	?
COc1ccc(CN2CCN(CCCCOc3ccc(Cl)cc3)CC2)c(OC)c1OC	-16%	18µM*	4	6.3µM*	-2%	-4%	14µM*	?	-2%
O=C(O)CCc1nn2c3ccccc3n(CC(=O)c3ccccc3)c2nc1=O	-5%	-29%	-2	-15%	-8%	-1%	-4%	45%[activator]	-2%
CN(C)S(=O)(=O)Oc1ccccc1C(=O)Nc1cccc(C(F)(F)F)c1	0%	4%	5	-5%[57.1 µM]	1%	-1%	15%[59 µM]	68%[activator]	-3%
Cc1ccc(C2=Nc3ccccc3N(CC(=O)NCc3ccc(Cl)cc3)C(=O)C2)cc1C	0%	-14%	-1	-15%	-6%	-4%	-9%[59 µM]	32%	3%
Nc1cccc(-c2nc3cc(S(=O)(=O)c4ccc5oc(-c6cccc(N)c6)nc5c4)ccc3o2)c1	11%	2%	-1	-5%	-7%	0%	77%[activator][59 µM]	22%	-2%
Cc1cccc(C(=O)N2CCCN(C(=O)c3cccc(C)c3)CC2)c1	1%	6%	2	-20%	-8%	-8%	-5%[12.7 µM]	19%	-15%
CCOc1ccc(NC(=O)Nc2ccc3nccnc3c2)cc1	0%	5%	-6	-27%[11.4 µM]	0%	0%	22%	18%	4%
O=C(NCCCO)c1ccc(CSc2nc3ccccc3[nH]2)cc1	12%	-3%	-18	-10%	5%	-9%	-3%	33%	3%
Nc1c(C(=O)Nc2ccc(F)cc2)sc2nc(-c3ccco3)ccc12	?	10%	2	-16%	i	-7%	40µM*	64%[activator]	2%
O=C(O)C1CCN(C(=O)CSc2nnc3ccccn23)CC1	-4%	.	-1	7%	-5%	3%	.	49%[activator]	-6%
CC(C)(C)OC(=O)N1CCOCCOCCNCCOCCOCC1	-13%	-3%	2	-6%	-7%	0%	17%[59 µM]	49%[activator]	1%
SMILES	Pin1 inhibitor	BAZ2B block	PI4K2A block	JMJD2A Tudor	Tb PGK inh	GLS inhibitor	G9a inh	HP1b binding inh	ERG-DNA inh
Cc1ccc(C2C(C(N)=S)=C(N)OC3=C2C(=O)CC(C)(C)C3)cc1 (centres undefined)	-6%	-28%	24	-18%	0%	26%	?	-12%	24%
COC(=O)c1cccc(NC(=O)CN2C(=O)C3CCCCC3C2=O)c1 (centres undefined)	-1%	12%	-4	-6%	-5%	-1%	-44%	26%	3%
COc1ccc(C(=O)Nc2nc3ccccc3[nH]2)cc1OC	-5%	-32%	-1	-34%	-5%	-7%	-18%[59 µM]	13%	-13%
COC(=O)C1=C(C)NC(=O)/C1=C/c1ccc(CNS(=O)(=O)c2ccc(C)cc2)o1	2%	-33%	-6	-13%	-8%	-4%	50µM*	-3%[57 µM]	-5%
CC1(C)CC(=O)C=C(NC2=CC3OC(c4ccccc4)OCC3OC2=O)C1 (centres undefined)	10%	0%	-9	-11%	7%	5%	?	22%	.
C=CCn1c(CNc2ccccc2)nnc1SCC(=O)N/N=C/c1ccc(O)cc1O	-2%	?	?	-34%[57.1 µM]	-10%	31%[activator]	43%	?	2%
CCC(C)Nc1ncnc2c1cnn2-c1ccc(F)cc1 (centres undefined)	0%	4%	-1	-8%	-6%	4%	1%[59 µM]	24%	4%
C=CCOc1cccc(/C=C2\C(=O)N(Cc3ccc(C)cc3)C(C)=C2C(=O)OC)c1	?	-10%	-5	3%	-2%	-3%	-9%[59 µM]	51%[activator]	-9%
O=C1Nc2ccc(S(=O)(=O)NCCCO)c3cccc1c23	1%	-5%	-6	-6%	-10%	2%	22%[59 µM]	36%[activator]	-10%
COc1ccc(CN(Cc2cccnc2)S(=O)(=O)c2ccc(-n3cnnn3)c(C)c2)cc1OC	13%	-37%	-2	-24%	5%	11%	16µM*	10%	.
COc1ccc(CC(=O)OCc2cc(=O)n3cc(Br)ccc3n2)cc1OC	-2%	-28%	0	-14%	i	-3%	3%	49%[activator]	-6%
O=C(NCc1cccc(F)c1)c1ccc(-n2cnc3cccnc32)cc1	3%	-16%	1	-20%	-2%	4%	-7%[59 µM]	6%	1%
CCOC(=O)c1ccc(NC(=O)c2nc[nH]c2C(=O)N[C@@H](C)C(=O)OC(C)(C)C)cc1	?	5%	-1	-16%	-10%	-2%	-1%[12.7 µM]	70%[activator]	-8%
CC(Sc1nncn1C)C(=O)Nc1ccc(N2CCCCC2)cc1 (centres undefined)	-2%	-5%	-7	-19%	11%	36%[activator]	17%[2.33 µM]	20%	1%
COc1ccc(C(=O)N(Cc2nc(-c3ccc(C)cc3)no2)C(C)C)cc1OC	?	2%	-6	-21%	-10%	-17%	10%	17%	5%
COc1cc(C(C)=O)ccc1OCCCOc1cccc2cccnc12	-2%	?	1	-17%	4%	19%	-7%	25%	-1%
O=C(Nc1c[nH]c(=O)[nH]c1=O)c1cc([N+](=O)[O-])cc([N+](=O)[O-])c1	-3%	7%	4	-6%	.	-6%	-3%[2.33 µM]	36%	11%
Cc1nn(-c2ccccc2)c(C)c1S(=O)(=O)O	29%	?	-2	-18%	-4%	-9%	45µM*	22%	0%
Cn1c2c(c3ccccc31)CCN(CCCCN1CCN(c3ccccc3)CC1)C2=O	-6%	.	-1	50µM*	1%	18%	.	?	-3%
CCN(Cc1ccncc1)C(=O)C1CCC(=O)N(Cc2ccc(Cl)cc2)C1 (centres undefined)	-5%	-4%	1	-4%	4%	3%	-9%[12.7 µM]	46%[activator]	2%

Compounds listed so far containing a CF3 group:
SMILES	Pin1 inhibitor	BAZ2B block	PI4K2A block	JMJD2A Tudor	Tb PGK inh	GLS inhibitor	G9a inh	HP1b binding inh	ERG-DNA inh
CC(=O)Nc1ccc(S(=O)(=O)NC2(C(F)(F)F)C(=O)NC(C)=C2C#N)cc1 (centres undefined)	?	-29%	-2	-15%	-11%	4%	?	24%	-13%
CN(C)S(=O)(=O)Oc1ccccc1C(=O)Nc1cccc(C(F)(F)F)c1	0%	4%	5	-5%[57.1 µM]	1%	-1%	15%[59 µM]	68%[activator]	-3%

Profiles, looked up by structure:
`COc1ccc(C(=O)N(Cc2nc(-c3ccc(C)cc3)no2)C(C)C)cc1OC` is listed as Pin1 inhibitor: ?; BAZ2B block: 2%; PI4K2A block: -6; JMJD2A Tudor: -21%; Tb PGK inh: -10%; GLS inhibitor: -17%; G9a inh: 10%; HP1b binding inh: 17%; ERG-DNA inh: 5%
`COC(=O)C1=C(C)NC(=O)/C1=C/c1ccc(CNS(=O)(=O)c2ccc(C)cc2)o1` is listed as Pin1 inhibitor: 2%; BAZ2B block: -33%; PI4K2A block: -6; JMJD2A Tudor: -13%; Tb PGK inh: -8%; GLS inhibitor: -4%; G9a inh: 50µM*; HP1b binding inh: -3%[57 µM]; ERG-DNA inh: -5%
